Screens from PubChem BioAssay.
SMN2 splice up = increases expression of the SMN2 splice variant | HEK293 SMN2-luciferase splicing reporter, luminescence, 30-36 h | Potency, µM (top dose mostly 46.1 µM), for the others: at the top dose activity change, positive = activation, most hits filed as activators | 210,000 compounds, 2.8% hits | AID 1458; also: % of control where 0% means no effect; nearly all actives have a fitted effect of over 55% in size
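HEK293 cells carry an SMN2 […]–luciferase reporter in which exon 7 inclusion puts luciferase in frame. Cells were plated 10-12 h before compound addition, then incubated 30-36 h at 37C. ONE-Glo luminescence was read; sodium butyrate at 4.5 mM final served as control.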
ALDH1A1 inh = blocks purified human ALDH1A1 activity; AID 1030; P00352; Potency, µM (highest dose often 75.3 µM), for the others: at the top dose activity, negative = inhibition, actives largely listed as inhibitors; Purified ALDH1A1, NADH fluorescence, propionaldehyde substrate; 220,000 compounds, 7.3% hits; active = well fitted inhibition curve with a large enough effect, not every such curve was filed as active; inconclusive = small, poorly fitted or top-dose-only effect, or another doubt; inactive = no such curve, though single readings can be large or run the other way;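 also: plate controls were no enzyme wells and a reference inhibitor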
Target sequence (P00352 whole entry, looked up): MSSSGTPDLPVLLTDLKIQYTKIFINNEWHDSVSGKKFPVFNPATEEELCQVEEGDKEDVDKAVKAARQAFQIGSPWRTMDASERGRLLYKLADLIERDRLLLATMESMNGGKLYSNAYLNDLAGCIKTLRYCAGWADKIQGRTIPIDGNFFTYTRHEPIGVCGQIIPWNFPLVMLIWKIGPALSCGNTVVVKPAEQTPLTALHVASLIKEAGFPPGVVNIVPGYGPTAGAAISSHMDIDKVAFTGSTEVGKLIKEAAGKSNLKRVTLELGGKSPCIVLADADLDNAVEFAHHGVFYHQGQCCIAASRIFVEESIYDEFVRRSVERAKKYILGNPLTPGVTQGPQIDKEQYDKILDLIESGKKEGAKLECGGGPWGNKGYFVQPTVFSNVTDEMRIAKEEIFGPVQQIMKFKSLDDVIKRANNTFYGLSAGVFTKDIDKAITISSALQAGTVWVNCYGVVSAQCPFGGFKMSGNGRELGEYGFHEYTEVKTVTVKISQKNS
JMJD2E inh = inhibitors of human JMJD2E histone demethylase; 230,000 compounds, 1.6% hits; Potency, µM (titrated, usually from 57.1 µM), without a hit: at the highest dose activity change, negative = inhibition, usual class: inhibitors; AID 2147; JMJD2E catalytic domain, FDH-coupled NADH fluorescence (FDH is formaldehyde dehydrogenase); B2RXH2; active = well fitted inhibition curve with a large enough effect, not every such curve was filed as active; inconclusive = small, poorly fitted or top-dose-only effect, or another doubt; inactive = no such curve, though single readings can be large or run the other way;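 also: 0% = wells with enzyme and -100% = buffer wells without enzyme; nearly all actives have a fitted effect of over 50% in size; many of its hits are not listed in these tables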
GoLoco inh red = blocks human Gai1 binding to RGS12 GoLoco peptide, red readout. P63096. Gai1:RGS12 GoLoco peptide FP, rhodamine, 10 min. Potency, µM (titrated, usually from 61.6 µM), for the others: top-dose activity, negative = inhibition, hits mostly inhibitors. 230,000 compounds, 0.44% hits. AID 880; active = well fitted inhibition curve with a large enough effect, not every such curve was filed as active; inactive = no such curve, though single readings can be large or run the other way; also: % is scaled to controls: 0 for no effect and ±100 for the full control effect; nearly all actives have a fitted effect of over 30% in size; many of its hits are not listed in these tables
Target sequence (P63096 whole entry, looked up): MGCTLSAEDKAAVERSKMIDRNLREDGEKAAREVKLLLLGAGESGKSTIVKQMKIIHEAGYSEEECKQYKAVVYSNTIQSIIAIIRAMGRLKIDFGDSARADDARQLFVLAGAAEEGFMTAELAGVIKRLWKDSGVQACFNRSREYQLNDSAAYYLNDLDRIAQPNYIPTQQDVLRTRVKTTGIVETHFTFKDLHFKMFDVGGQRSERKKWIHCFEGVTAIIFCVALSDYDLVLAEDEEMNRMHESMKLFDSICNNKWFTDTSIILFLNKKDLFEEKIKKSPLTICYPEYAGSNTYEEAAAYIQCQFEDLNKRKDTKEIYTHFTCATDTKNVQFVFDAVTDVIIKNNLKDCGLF
GAA inh = blocks human lysosomal alpha-glucosidase | purified human GAA, 4-MU-alpha-glucoside fluorescence | P10253 | Potency, µM (top dose mostly 76.9 µM), for inactives: at the highest dose activity change, negative = inhibition, hits mostly inhibitors | 200,000 compounds, 0.005% hits;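 also: plate controls were uninhibited enzyme wells for no effect and no-enzyme background for full effect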
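Human alpha-glucosidase, 4 nM, pre-mixed with test compounds before 400 uM 4-methylumbelliferyl substrate; 20 min room temperature at pH 5.0. Fluorescence read after pH 10 stop; AC50 values from Hill-equation fits.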
GAA glycogen = alters human alpha-glucosidase cleavage of glycogen; P10253; recombinant GAA, glycogen substrate, Amplex Red glucose oxidase fluorescence; Potency, µM (top dose mostly 76.4 µM), without a hit: at the top dose activity change, negative = inhibition, actives largely listed as inhibitors; 300,000 compounds, 0.38% hits; AID 2100;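 also: 0% = full enzyme reaction and -100% = no-enzyme basal signal; the screen sought inhibitors and activators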
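Recombinant human alpha-glucosidase (4 nM final) hydrolysed bovine liver glycogen (30 ug) for 40 min at 37 C in pH 5.0 citrate/phosphate with 0.01% Tween-20. Released glucose detected by glucose oxidase/Amplex Red, Ex 573/Em 610 nm. Compounds up to 77 uM; AC50 from Hill fits.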
aGal spleen mod = inhibits or activates alpha-galactosidase in human spleen homogenate; human spleen homogenate, 4MU-alpha-Gal fluorescence, 40 min; Potency, µM (top dose mostly 80 µM), for inactives: top-dose activity change, negative = inhibition, usual class: inhibitors; 240,000 compounds, 0.008% hits; AID 2107;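 also: 0% = enzyme with vehicle and -100% = no enzyme basal signal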
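qHTS titration in buffer at pH 5.0. Alpha-galactosidase activity in spleen homogenate was measured via 4-methylumbelliferone release from 1 mM fluorogenic substrate after 40 min at 37C and a pH 10 stop. AC50 came from Hill fits of control-normalized data.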
GAA spleen mod = lysosomal alpha-glucosidase (human) modulation; 240,000 compounds, 0.006% hits; human spleen homogenate, 4-MU-alpha-glucoside fluorescence; Potency, µM (top dose mostly 79.9 µM), for the others: at the highest dose activity change, negative = inhibition, actives largely listed as inhibitors; P10253;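 also: 0% = enzyme with vehicle and -100% = no enzyme basal signal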
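AC50 values come from Hill-equation fits of concentration-response data, normalized to no-enzyme and full-activity controls. Enzyme source: 1 ug human spleen homogenate; 1 mM fluorogenic 4-MU glucoside, pH 5.0 citrate buffer, 37 C, 40 min.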
Active calls of the source: *; [ ] = another dose, or the depositor's remark. Unless noted, calls follow the shape of the dose curve; as a rule, active = well fitted curve in the direction sought with a large enough effect; inconclusive = small, poorly fitted or top-dose-only effect, or another doubt; inactive = no such curve, though single readings can be large; an effect the other way counts as inactive or inconclusive. Potency is read from the fitted curve at half-maximal effect.

Screening Cc1ccccc1N=CC1=C(O)c2ccccc2C1=O returned SMN2 splice up 8.9µM*, ALDH1A1 inh inconclusive, JMJD2E inh -3%, GoLoco inh red 21%, GAA inh 4%, GAA glycogen 20%, aGal spleen mod -8% and GAA spleen mod -1%.
CCOC(=O)c1sc2nc3c(SCC(=O)O)cc(C(=O)c4cc(F)ccc4O)cn3c(=O)c2c1C was read as SMN2 splice up 23%, ALDH1A1 inh -15%, JMJD2E inh inconclusive, GoLoco inh red 16%, GAA inh -5%, GAA glycogen -3%, aGal spleen mod -6% and GAA spleen mod -11%.
`NC(=O)NCc1ccc(C(=O)OCc2ccncc2)cc1` gave SMN2 splice up 2%, ALDH1A1 inh 10%, JMJD2E inh 4%, GoLoco inh red 19%, GAA inh 4%, GAA glycogen 8%, aGal spleen mod 4% and GAA spleen mod -2%.
COc1cc(/C=N/NC(=O)Cn2cnc3c2c(=O)n(C)c(=O)n3C)cc(OC)c1OC was read as JMJD2E inh -17%, GoLoco inh red 6%, GAA glycogen 3%, aGal spleen mod -11% and GAA spleen mod 2%.
Screening COCCNC(=O)c1ccc2c(=O)n(Cc3ccco3)c(SCC(=O)NC3CCCC3)nc2c1 returned SMN2 splice up 10%, ALDH1A1 inh 7.9µM*, JMJD2E inh inconclusive, GoLoco inh red -12%, GAA inh -4%, GAA glycogen 4%, aGal spleen mod 15% and GAA spleen mod 2%.
`CCOC(=O)Cn1c(=O)n(Cc2ccco2)c(=O)c2ccc(C(=O)NCCc3ccccc3)cc21` gave SMN2 splice up -7%, ALDH1A1 inh 4µM*, JMJD2E inh inconclusive, GoLoco inh red -16%, GAA inh -20%, GAA glycogen -6%, aGal spleen mod 5% and GAA spleen mod -8%.
COc1ncnc2c1oc1nc(CC(C)C)c3c(c12)CC(C)(C)OC3 was read as SMN2 splice up -13%, ALDH1A1 inh 1µM*, JMJD2E inh 0%, GoLoco inh red 1%, GAA inh -1%, GAA glycogen 1%, aGal spleen mod 3% and GAA spleen mod -7%.
CC(=O)Nc1cccc(C(=O)/C=C/c2ccc(F)cc2)c1 was read as SMN2 splice up -12%, ALDH1A1 inh -5%, JMJD2E inh 8%, GoLoco inh red 7%, GAA inh 7%, GAA glycogen 13%, aGal spleen mod -4% and GAA spleen mod 0%.
Nc1nc(CSc2ccccc2)nc(N2CCCCC2)n1 was read as SMN2 splice up 20µM*, ALDH1A1 inh -10%, JMJD2E inh -1%, GoLoco inh red 5%, GAA inh -9%, GAA glycogen 5%, aGal spleen mod -1% and GAA spleen mod -7%.
Screening CCn1nnnc1SCC(=O)Nc1nc(C)c(C)s1 returned SMN2 splice up inconclusive, ALDH1A1 inh -2%, JMJD2E inh 3%, GoLoco inh red 16%, GAA inh -6%, GAA glycogen 2%, aGal spleen mod -7% and GAA spleen mod 0%.
Screening C=CCN1C(=O)/C(=N/n2cnnc2)c2ccccc21 returned SMN2 splice up -4%, ALDH1A1 inh 0.063µM*, JMJD2E inh 1%, GoLoco inh red -15%, GAA inh 8%, GAA glycogen 5%, aGal spleen mod -4% and GAA spleen mod -1%.
CCCNC(=O)Cn1cnc2sc(C(=O)N3CCN(Cc4ccc5c(c4)OCO5)CC3)c(C)c2c1=O was read as SMN2 splice up -65%, ALDH1A1 inh -2%, JMJD2E inh -7%, GoLoco inh red 24%, GAA inh 1%, GAA glycogen -17%, aGal spleen mod -14% and GAA spleen mod -4%.
For CCSc1nnc(-c2cccnc2)n1-c1ccc(C)c(Cl)c1 the results were SMN2 splice up -7%, ALDH1A1 inh -6%, JMJD2E inh 4%, GoLoco inh red -6%, GAA inh 3%, GAA glycogen -17%, aGal spleen mod 4% and GAA spleen mod 0%.
`Cn1c(-c2ccc3nc(N)sc3c2)nc2cc(N)ccc21` gave SMN2 splice up 7%, ALDH1A1 inh inconclusive, JMJD2E inh inconclusive, GoLoco inh red 2%, GAA inh -1%, GAA glycogen 10%, aGal spleen mod -6% and GAA spleen mod -5%.
O=c1[nH]c(SCc2ccc(F)cc2Cl)nc2ccccc12 was read as SMN2 splice up -4%, ALDH1A1 inh 6%, JMJD2E inh 5%, GoLoco inh red 9%, GAA inh 9%, GAA glycogen -18%, aGal spleen mod -2% and GAA spleen mod 6%.

The last 5 entries of the part before lead into the next:
Screening C=CCN1C(=O)/C(=N/n2cnnc2)c2ccccc21 returned SMN2 splice up -4%, ALDH1A1 inh 0.063µM*, JMJD2E inh 1%, GoLoco inh red -15%, GAA inh 8%, GAA glycogen 5%, aGal spleen mod -4% and GAA spleen mod -1%.
CCCNC(=O)Cn1cnc2sc(C(=O)N3CCN(Cc4ccc5c(c4)OCO5)CC3)c(C)c2c1=O was read as SMN2 splice up -65%, ALDH1A1 inh -2%, JMJD2E inh -7%, GoLoco inh red 24%, GAA inh 1%, GAA glycogen -17%, aGal spleen mod -14% and GAA spleen mod -4%.
For CCSc1nnc(-c2cccnc2)n1-c1ccc(C)c(Cl)c1 the results were SMN2 splice up -7%, ALDH1A1 inh -6%, JMJD2E inh 4%, GoLoco inh red -6%, GAA inh 3%, GAA glycogen -17%, aGal spleen mod 4% and GAA spleen mod 0%.
`Cn1c(-c2ccc3nc(N)sc3c2)nc2cc(N)ccc21` gave SMN2 splice up 7%, ALDH1A1 inh inconclusive, JMJD2E inh inconclusive, GoLoco inh red 2%, GAA inh -1%, GAA glycogen 10%, aGal spleen mod -6% and GAA spleen mod -5%.
O=c1[nH]c(SCc2ccc(F)cc2Cl)nc2ccccc12 was read as SMN2 splice up -4%, ALDH1A1 inh 6%, JMJD2E inh 5%, GoLoco inh red 9%, GAA inh 9%, GAA glycogen -18%, aGal spleen mod -2% and GAA spleen mod 6%.
Cc1ccc(NC(=O)CNS(=O)(=O)c2cccs2)cc1F was read as SMN2 splice up 15%, ALDH1A1 inh inconclusive, JMJD2E inh 7%, GoLoco inh red 14%, GAA inh -2%, GAA glycogen -7%, aGal spleen mod -5% and GAA spleen mod -1%.
Screening C/C(=N\NC(=O)c1ccco1)c1ccc(NC(=O)c2cccs2)cc1 returned SMN2 splice up inconclusive, ALDH1A1 inh 4%, JMJD2E inh 4%, GoLoco inh red -2%, GAA inh 2%, GAA glycogen 0%, aGal spleen mod -4% and GAA spleen mod -3%.
Cc1cccc(OCCN2CSC(=S)N(C)C2)c1 was read as SMN2 splice up -16%, ALDH1A1 inh inconclusive, JMJD2E inh 11%, GoLoco inh red -1%, GAA inh 2%, GAA glycogen -14%, aGal spleen mod -4% and GAA spleen mod -9%.
For C/C(=C\C(=O)c1ccc(Cl)cc1)Nc1ccc(N2CCOCC2)cc1 the results were SMN2 splice up -32%[inhibitor], ALDH1A1 inh 8%, JMJD2E inh -3%, GoLoco inh red 2%, GAA inh 8%, GAA glycogen -1%, aGal spleen mod 6% and GAA spleen mod 3%.
For Cc1[nH]c2ccccc2c1C(=O)CSCC(=O)O the results were SMN2 splice up 2%, ALDH1A1 inh inconclusive, JMJD2E inh -6%, GoLoco inh red 2%, GAA inh -3%, GAA glycogen 6%, aGal spleen mod 0% and GAA spleen mod 1%.
Screening Nc1ncnc2c1ncn2CCN1CCOCC1 returned SMN2 splice up 7%, ALDH1A1 inh 7%, JMJD2E inh 6%, GoLoco inh red -6%, GAA inh -1%, GAA glycogen -3%, aGal spleen mod 0% and GAA spleen mod -10%.
Screening CCCCn1nnnc1SCC(=O)NNC(=O)c1ccco1 returned ALDH1A1 inh -12%, JMJD2E inh 5%, GoLoco inh red 6%, GAA inh -5%, GAA glycogen -1%, aGal spleen mod 9% and GAA spleen mod 0%.
Screening O=C(N/N=C/c1cccc(F)c1)c1ccc(Cl)cc1 returned SMN2 splice up 16µM*, ALDH1A1 inh 6%, JMJD2E inh -2%, GoLoco inh red 15%, GAA inh -3%, GAA glycogen 5%, aGal spleen mod 0% and GAA spleen mod 6%.
`CCCCNC(=O)Nc1ccccc1C(=O)NCCC` gave SMN2 splice up 4%, ALDH1A1 inh 12%, JMJD2E inh -27%, GoLoco inh red -8%, GAA inh 4%, GAA glycogen -5%, aGal spleen mod -5% and GAA spleen mod 4%.
`COC(=O)c1c(-c2ccc(F)cc2)noc1N` gave SMN2 splice up 10%, ALDH1A1 inh 1%, JMJD2E inh 0%, GoLoco inh red -7%, GAA inh inconclusive, GAA glycogen 4%, aGal spleen mod 3% and GAA spleen mod -14%.
Screening CCOC(=O)C1(N(CC)CC)Sc2cc(C)ccc2NC1=O (stereo not given) returned SMN2 splice up -42%[inhibitor], ALDH1A1 inh inconclusive, JMJD2E inh -6%, GoLoco inh red 6%, GAA inh -5%, GAA glycogen -1%, aGal spleen mod 9% and GAA spleen mod 2%.
Screening S=C(Nc1ccc2nsnc2c1)NC1CCCCC1 returned SMN2 splice up inconclusive, ALDH1A1 inh inconclusive, JMJD2E inh -6%, GoLoco inh red -8%, GAA inh 5%, GAA glycogen -7%, aGal spleen mod -3% and GAA spleen mod -8%.
`Cc1ccc(-n2c(C)cc(/C=N/NC(=O)c3ccncc3)c2C)cc1C` gave SMN2 splice up -22%, ALDH1A1 inh inconclusive, JMJD2E inh inconclusive, GoLoco inh red 15%, GAA inh inconclusive, GAA glycogen 5%, aGal spleen mod 3% and GAA spleen mod -2%.
CC(=O)Nc1nc(C)c(C(C)C)s1 was read as JMJD2E inh 7%, GoLoco inh red 6%, GAA glycogen 2%, aGal spleen mod 1% and GAA spleen mod -1%.
Screening COC(=O)C1CCN(c2c([N+](=O)[O-])cc(C(F)(F)F)cc2[N+](=O)[O-])CC1 returned SMN2 splice up -5%, ALDH1A1 inh -15%, JMJD2E inh 3%, GoLoco inh red -3%, GAA inh 2%, GAA glycogen -2%, aGal spleen mod 7% and GAA spleen mod 8%.
CCN(CC)C(=O)c1[nH]cnc1C(=O)Nc1ccc(OC)cc1 was read as JMJD2E inh -1%, GoLoco inh red 0%, GAA glycogen 3%, aGal spleen mod -10% and GAA spleen mod 8%.

Not all compounds are listed, so the mix of outcomes need not match the whole.
